From PubChem BioAssay
Pf Dd2 inh: inhibitors of Plasmodium falciparum Dd2 growth. P. falciparum Dd2 growth, SYBR Green, 72 h. Potency, µM (doses to about 28.9 µM), without a hit: top-dose activity, negative = inhibition, most hits filed as inhibitors. hit rate 4.3% among 120,000; active = well fitted inhibition curve with a large enough effect; inconclusive = small, poorly fitted or top-dose-only effect; inactive = no such curve, though single readings can be large or run the other way;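 also: plate controls were DMSO vehicle for no effect and reference drug for full effect; nearly all actives have a fitted effect of over 65% in size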
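Infected erythrocytes (Dd2, 0.3% parasitemia, 2.5% hematocrit final) are added to compound in RPMI-1640/Albumax II medium, grown 72 h at 37C in low oxygen, then lysed with saponin/Triton-X containing SYBR Green and read by fluorescence.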
Numbers without * were called inactive; i = inactive; ? = inconclusive; [ ] = dose if it differs, or a comment. Potency is read from the fitted curve at half-maximal effect.

The opening 6 entries, ahead of the listing:
structure	Pf Dd2 inh
O=C(CCS(=O)(=O)c1cc2c(cc1Cl)NC(=O)CO2)NCc1ccc(Cl)cc1	14.2%
Cc1ccc(C(=O)N2CCC(n3cc(-c4nc(-c5ccccc5)no4)nn3)CC2)c(C)c1	i
O=C(c1cccs1)N1[C@H]2CC[C@@H]1c1cnc(-c3ccccc3)nc1C2	?
O=C(NCc1nnc2ccc(-c3ccc(Cl)cc3)nn12)c1cccc(Br)c1	-8.6%
O=C(c1ccco1)N1CCN(C(=O)C2CCc3ncc(-c4ccc(F)cc4)n3C2)CC1 (stereo not drawn)	i
CC(=O)Nc1ccc(CN2CCN3C(=O)N(Cc4ccc(C)cc4)C[C@H]3C2)cc1	i

The list itself, from the start:
structure	Pf Dd2 inh
O=C(CCS(=O)(=O)c1cc2c(cc1Cl)NC(=O)CO2)NCc1ccc(Cl)cc1	14.2%
Cc1ccc(C(=O)N2CCC(n3cc(-c4nc(-c5ccccc5)no4)nn3)CC2)c(C)c1	i
O=C(c1cccs1)N1[C@H]2CC[C@@H]1c1cnc(-c3ccccc3)nc1C2	?
O=C(NCc1nnc2ccc(-c3ccc(Cl)cc3)nn12)c1cccc(Br)c1	-8.6%
O=C(c1ccco1)N1CCN(C(=O)C2CCc3ncc(-c4ccc(F)cc4)n3C2)CC1 (stereo not drawn)	i
CC(=O)Nc1ccc(CN2CCN3C(=O)N(Cc4ccc(C)cc4)C[C@H]3C2)cc1	i
O=C(Cc1csc2nc(-c3ccc(F)cc3)cn12)NCc1ccccc1	6.1%
COc1cc(NC(=O)CCN2CCN(CCO)CC2)cc(OC)c1	77.7%[activator]
CC(C)c1noc(-c2cccn3c(CNC(=O)c4ccccc4Cl)nnc23)n1	i
Cc1cc(C(=O)N2[C@@H]3CC[C@H]2CC(NC(=O)c2ccc(F)cc2)C3)nn1C (stereo partly drawn)	-15.3%
O=C(NCCCc1nc2ccccc2n1Cc1ccc(F)cc1)C1CCCCC1	-24.3%
O=C1N(Cc2ccccn2)C[C@H]2CN(Cc3cccc(OC(F)(F)F)c3)CCN12	i
O=C(c1cccc(Cl)c1)N1CCC(n2c(=O)[nH]c3ccccc32)CC1	0.6%
CCOc1cc(C)c(CN2CCC3(C2)CN(C)C(=O)O3)cc1C(C)C (stereo not drawn)	?
Cc1ccc(SCCNC(=O)CN(c2ccccc2)S(=O)(=O)N(C)C)cc1	23.4%
N#Cc1cccc(C(=O)NC2CCN(c3cc(-c4ccc(F)cc4)[nH]n3)C2)c1 (stereo not drawn)	-11.7%
Cc1noc(C)c1[S+](=O)([O-])N1CCCC(c2nnc3n2C(C(=O)O)CC3)C1 (stereo not drawn)	7.9%
Cc1cccc(C(=O)N2CCc3cc(CNS(=O)(=O)c4ccc(Cl)s4)ccc32)c1	-20.4%
O=C1CC(c2ccccc2)N(C(=O)CNC(=O)c2cc(C3CC3)[nH]n2)CCCCCCN1 (stereo not drawn)	-2.0%
COc1ccc(Nc2nccc3c(=O)cc(N4CCOCC4)oc23)cn1	i
COc1ccc(CN2Cc3[nH]nc(-c4ccccc4OC)c3CC2=O)cc1	-29.1%[44.1 µM]
CCc1ccc(S(=O)(=O)N2CCC(n3cnnc3CC)CC2)cc1	?
COc1cccc2sc(N(Cc3cccnc3)C(=O)COc3ccccc3)nc12	i
Cc1cc(C)cc(-c2ccc(C(=O)N3CCC(Oc4cccnc4)CC3)cn2)c1	?
C[S+](=O)([O-])N1C[C@H](C(=O)Nc2ccccc2)C[C@@H]1c1ccc(F)cc1	i
Cc1ccccc1-c1noc(-c2ccc(NC3CCCC3)c([N+](=O)[O-])c2)n1	25.2%
O=C1NC2(CCCN(C(=O)c3ccccc3F)C2)Oc2ccccc21 (stereo not drawn)	-12.4%[44.1 µM]
Oc1ccc(-c2nc(C3CC3)nc3c2CCN(Cc2cccnc2)CC3)cc1	?
CNC(=O)N1C[C@@H](Oc2ccccc2)C[C@H]1C(=O)NCCOC	9.5%
CN(Cc1cccnc1)C(=O)CC(c1ccccc1)c1ccccc1F (stereo not drawn)	-22.8%
Cc1ccccc1C(=O)Nc1cccc(-c2cn3cccnc3n2)c1	-8.3%
CN1CCC(C(=O)N2Cc3ccccc3CC3(CCCCN3Cc3ccncc3)C2)CC1 (stereo not drawn)	8.91µM*
O=C(c1ccsc1)N1CCCC1c1nc(C2CCOCC2)no1 (stereo not drawn)	12.4%
CCCCOC(=O)c1ccc(NC(=O)/C(C#N)=C/c2ccc(-c3ccccc3)o2)cc1	?
COCC[C@]1(O)CCN(C(=O)c2cccc(S(N)(=O)=O)c2)C[C@H]1C	1.2%
CC(C)NC(=O)[C@H]1CN2CCC1C[C@@H]2Cn1cc(-c2ccc(F)cc2)nn1 (stereo partly drawn)	i
CCC(CC)CN1C[C@]23C=C[C@H](O2)C(C(=O)N2CC(n4nc(C)cc4C)C2)C3C1=O (stereo partly drawn)	-2.8%
O=C(Cn1c(=O)ccc2cc(S(=O)(=O)N3CCCC3)ccc21)Nc1ccc(Cl)cc1	i
COC(=O)c1cc2oc3ccccc3c2n1Cc1nc(-c2ccccc2C)oc1C	24.9%
COc1nc2nc(CCc3ccccc3)n(C)c2cc1-c1ccc(CO)cc1	?
Cc1cc(C)n(C2CN(C(=O)COc3ccc(Cl)cc3Cl)C2)n1	i
COc1ccc(Cl)cc1S(=O)(=O)N1CCC(c2c[nH]c3c(C)cccc23)CC1	-6.9%
CCOCCCn1c(=N)c(C(=O)NC(C)c2ccccc2)cc2c(=O)n3cccc(C)c3nc21 (stereo not drawn)	?
CCc1ccccc1S(=O)(=O)N1CCC(n2cnnc2CC)CC1	10.5%
CS(=O)(=O)N1CCC(C2CCN(C(=O)c3ccc4c(c3)OCO4)C2)CC1 (stereo not drawn)	20.9%
CCOC(=O)c1c(C)oc2nc(C)nc(NCCc3ccc(SC)cc3)c12	?
COCCOC(=O)N1CCC(Oc2cnc3c(ccn3-c3cncnc3)c2)CC1	i
COC(=O)CS(=O)(=O)c1nc2ccccc2nc1N1CCCCC1	i
CC(C)COc1ccc(C(=O)Nc2onc3c2CCCC3)cc1	i
Cc1ccc2oc(=O)n(CCNC(=O)Nc3ccccc3Cl)c2c1	-29.6%

More results follow:
structure	Pf Dd2 inh
Cc1ccc(CN2CCn3c(nnc3[C@@H]3C[C@@H](O)CN3C)C2)s1	1.6%
COc1ccc2c(c1)CC(C(=O)NCCCN1CCN(c3cccc(Cl)c3)CC1)CO2 (stereo not drawn)	?
O=C(NCc1ccc2c(c1)OCO2)c1nc(-c2ccc(F)cc2)c2ccccn12	?
Cc1ccc(-c2noc([C@@H]3C[C@H](NC(=O)CC(C)(C)C)CN3C)n2)cc1	?
CC(C)[C@@H]1CN(C(=O)c2nc3ccccc3[nH]c2=O)C[C@H]1NS(C)(=O)=O	-6.1%
O=C(NCCSc1c(-c2ccc(Br)cc2)[nH]c2ccccc12)c1ccc(S(=O)(=O)N2CCOCC2)cc1	5.62µM*
O=C(C[C@@H]1CCNC[C@@H]1Cc1cc(CSc2ccccc2)on1)Nc1ccccc1	-20.8%[44.1 µM]
O=C1CCCN1CCCN1C(=O)[C@H]2CN(Cc3ccccc3OC(F)(F)F)C[C@H]2C1=O	?
Cc1ccc(CNC(=O)CSc2nc3ccccc3nc2Cc2ccc(C)cc2)cc1	-1.4%
C=CCCC(CN1CCCOCC1)Oc1ccc(Cn2ccnc2)cn1 (stereo not drawn)	i
C=CCNC(=O)CCc1c(CC)nn(-c2ccccc2)c1Oc1ccccc1OC	i
O=S(=O)(Cc1noc([C@@H]2C[C@@H](O)CN2Cc2cc3ccccc3o2)n1)c1ccc(F)cc1	?
O=C(N[C@@H]1CNCC[C@@H]1CO)c1cccnc1	6.1%[5.79 µM]
CCO[C@H]1CN(C(=O)c2ccccc2OC(F)(F)C(F)F)C[C@@H]1O	-13.3%
COc1cc(NC(=O)c2sc3nc4n(c(=O)c3c2C)CCCCC4)cc(OC)c1OC	-0.2%
COCCN1CCN(C[C@@H]2C=C(C)[C@H](Cc3nnc(COc4ccc(F)cc4)o3)C[C@H]2C(C)C)CC1	5.01µM*
CC(C)CN(CC(C)C)S(=O)(=O)c1ccc(C(=O)Nc2sc3c(c2C(N)=O)CCN(C(C)C)C3)cc1	58.3%[activator]
CCNC(=O)N1CC[C@@H](CC(=O)O)[C@@H](CC2=NCCc3ccc(C)cc32)C1	-6.6%[44.1 µM]
O=C(c1cccc(C(F)(F)F)c1)N1CCOCC2(CN(Cc3cc(F)cc(F)c3)C2)C1	i
COc1ccc(CCNc2ncnc3c2CN(c2ccc(OC)cc2)C(=O)CN3C)cc1	-13.8%
O=C(NC[C@H]1O[C@@H](CO)[C@@H](O)[C@H]1N1CCCC1)c1ccccc1	-1.6%[44.1 µM]
Cc1cc(S(=O)(=O)N[C@H]2[C@H]3CCO[C@H]3[C@@H]2N2CCCCC2)n(C)n1	?
O=C(NCc1ccc(F)cc1)[C@H]1CN2CCC1C[C@@H]2Cn1cc(C2(O)CCCCC2)nn1 (stereo partly drawn)	-19.7%
CCN(c1ccccc1)c1ccc2cc(S(=O)(=O)N3CCCC3)ccc2n1	36.3%[activator]
COc1ccc(OC)c(NC(=O)c2sc3nc4c(cc3c2N)CCCCCC4)c1	12.2%
O=C(CSC1=Nc2ccccc2N=C(c2ccc(F)cc2)C1)Nc1ccc(Cl)cc1	?
Cc1cc(C)c(NC(=O)CSc2nc(-c3ccc(F)cc3)nc3c2Cc2c(CO)cnc(C)c2O3)c(C)c1	10.7%
Cc1ccccc1NC(=O)N1CCC(CCNC(=O)CCCc2ccccc2)CC1	-24.1%
Cc1ccccc1C(=O)Nc1sc2c(c1C(=O)N1CCCCC1)CCC(C(C)(C)C)C2 (stereo not drawn)	5.62µM*
Cc1cccc(NC(=O)C2CCCN(S(=O)(=O)c3ccc4c(c3)CCCC(=O)N4)C2)c1 (stereo not drawn)	-26.3%
O=C(O)C1CCc2nnc(C3CCN([S+](=O)([O-])C4CCCC4)CC3)n21 (stereo not drawn)	-0.7%
COc1ccc(-c2[nH]ncc2CN2CCCCCNC(=O)[C@@H]3CCC[C@@H]32)cc1	i
Cc1ccc(C(=O)N2C[C@@H](CO)[C@H](c3ccccn3)C2)nc1	25.2%
CN(C)C(=O)N1CCn2c(nnc2-c2cncc(Br)c2)C1	-1.8%
COC(=O)c1ccc(CNC(C)c2cnc(-c3ccncc3)nc2C)cc1 (stereo not drawn)	-16.6%
O=C(N1CCOCC1)N1CCCC(c2nnc3n2CCNC3)C1 (stereo not drawn)	21.0%
COc1cc2c(cc1OC)C(CNC(=O)c1ccccc1C)N(C(=O)Nc1cccc(C)c1)CC2 (stereo not drawn)	i
CN(C)c1ccc(CNC(=O)C2COc3ccccc3C2)cc1 (stereo not drawn)	3.5%
COC[C@@H]1CN(C(=O)c2ccc(C)nc2)C[C@H]1c1nc(C2CC2)no1	18.0%
Cc1ccc(NC(=O)c2cnc(-c3ccccc3)nc2-c2ccncc2)c(Br)c1	?
O=C(NC1CCCN(c2cc(-c3ccc(F)cc3)[nH]n2)C1)C1CCCCC1 (stereo not drawn)	i
Cc1noc(-c2ccco2)c1C(=O)NCCC(c1ccccc1)c1ccccc1	i
COc1ccc(Cl)cc1NC(=O)Cn1c2ncccc2c(=O)n1-c1ccc(C)c(C)c1	13.2%
COc1ccc(OCc2nc(C)c(CCO)c(=O)n2CC(=O)N(C)c2cccc(C)c2)cc1	i
CCCc1cc(C(=O)N2CC(=O)N(CC(C)C)CC(OCc3ccccc3F)C2)n(C)n1 (stereo not drawn)	-5.1%
O=C(Nc1ccc(Cl)cc1)N1CCC(c2nn(-c3ccccc3)c(=O)[nH]2)CC1	?
CCn1c(=N)c(C(=O)NCc2ccccc2)cc2c(=O)n3cccc(C)c3nc21	-6.4%
Cc1ccc(CC(=O)NCc2nnc3cc(-c4nc(C)no4)ccn23)cc1	i
CCOc1nc(NC(=O)NS(=O)(=O)Oc2cccc(F)c2)nc(-c2ccccc2)n1	25.4%
Cc1ccc(NC(=O)C(c2ccccc2)N2Cc3ccccc3C2=O)cc1Cl (stereo not drawn)	i

New compounds follow:
structure	Pf Dd2 inh
CCc1ccccc1NC(=O)C(=O)NCCc1sc(-c2cccc(F)c2)nc1C	i
COc1ccc(NC(=O)c2cc(S(=O)(=O)N3CCCCCC3)cn2C)cc1Cl	?
Cc1cccc(OCC(=O)N2CCCC(c3noc(COc4ccccc4)n3)C2)c1 (stereo not drawn)	?
O=C(c1ccccc1)N1CCC2(CC1)COc1ccccc1CN2	?
CCOc1ccccc1CNC(=O)c1ccc2nc(Cc3ccc(OC)cc3)oc2c1	-17.7%
CCOc1ccc(Nc2nc(C)c(NC(=O)c3cccc(OC)c3)c(Nc3ccc(OCC)cc3)n2)cc1	-10.6%
COc1ccc(C)cc1NC(=O)Nc1cc(C(=O)NCc2ccc(C)cc2)ccc1N1CCCC1	-23.8%
COc1ccc2nc(CO[C@H]3CN(Cc4cn(C)c5ccccc45)C[C@H]3F)[nH]c2c1	-30.0%[44.1 µM]
O=C(NC1CC1)c1ccccc1OCC1CCCN(Cc2ccc(Br)o2)C1 (stereo not drawn)	i

These rows are one share of the data (hit frequency here may not be typical).
